EPAC1 antag – qHTS for Antagonist of cAMP-regulated guanine nucleotide exchange factor 3 (EPAC1): primary screen; Rap guanine nucleotide exchange factor 3 (Homo sapiens), O95398; EPAC1 GEF assay, Rap1b-BODIPY-GDP exchange fluorescence; Potency, µM (doses to about 115 µM), for inactives: at the highest dose activity change, negative = inhibition, usual class: inhibitors; 360,000 tested, 0.14% active;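 further: potency means the concentration at half of the fitted maximal effect; plate controls were vehicle for no effect and positive control for full effect; nearly all actives have a fitted effect of over 50% in size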
PI5P4Ka inh – qHTS for Inhibitors of phosphatidylinositol 5-phosphate 4-kinase (PI5P4K); AID 652105, 2013; max response, %; PI5P4Kalpha enzyme, ADP-Glo luminescence, 60 min; hits give low values; 330,000 tested, 1.2% active; Phosphatidylinositol 5-phosphate 4-kinase type-2 alpha (Homo sapiens), P48426; active means max response of -50% or lower; inconclusive means between -30% and -50%; inactive means -30% or higher; further: value at the top dose of about 77 µM; on the % scale 0 is the no-effect control and ±100 the full control effect
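PI5P4Kalpha ADP-Glo assay; 5 microM ATP final; 60 min RT reaction; HEPES pH 7.4/EGTA/CHAPS, 5% DMSO; controls lacking substrate or enzyme; luminescent end-point.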
MmCpn inh – Inhibitors of TCP-1 ring complex (TRiC) of Methanococcus maripaludis (MmCpn): qHTS | Chaperonin Mm-Cpn (Methanococcus maripaludis) | purified Mm-Cpn ATPase, ADP Transcreener TR-FRET | Potency, µM (titrated, usually from 76.9 µM), for the others: top-dose activity, negative = inhibition, hits mostly inhibitors | 330,000 tested, 0.031% active; further: potency means the concentration at half of the fitted maximal effect; on the % scale 0 is the no-effect control and ±100 the full control effect; nearly all actives have a fitted effect of over 80% in size
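ATPase turnover read by TR-FRET ADP competition (Eu cryptate antibody/ADP-d2, 665/590 nm): 10uM ATP final, 25nM Mm-CPN final, 30 min 37degC after 10-min compound preincubation, pH 7.4 Tris/KCl/MgCl2/DTT buffer.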
WRN inhibitor – qHTS for Inhibitors of WRN Helicase; Bifunctional 3'-5' exonuclease/ATP-dependent helicase WRN (Homo sapiens), Q14191; WRN helicase unwinding, fluorescent forked duplex, kinetic; Potency, µM (doses to about 114 µM), without a hit: at the top dose activity change, negative = inhibition, usual class: inhibitors; 360,000 tested, 0.46% active; further: potency means the concentration at half of the fitted maximal effect; on the % scale 0 is the no-effect control and ±100 the full control effect; nearly all actives have a fitted effect of over 55% in size
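Primary qHTS, 1536-well format. 20 nM WRN + compound, 15 min RT; start with 100 nM forked fluorophore/quencher duplex, 2 mM ATP (final); kinetic read ex 525/em 598 nm.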
PLK1 PBD block – qHTS for Inhibitors of PLK1-PDB (polo-like kinase 1 - polo-box domain): Primary Screen. Plk1 PBD binding of FITC phosphopeptide, fluorescence polarization. Potency, µM, for the others: max response, negative = inhibition, usual class: inhibitors. 360,000 tested, 2.8% active; further: potency means the concentration at half of the fitted maximal effect; series mostly up to about 57 µM; on the % scale 0 is the no-effect control and ±100 the full control effect; nearly all actives have a fitted effect of over 65% in size
EPAC1 ag – qHTS for Agonist of cAMP-regulated guanine nucleotide exchange factor 3 (EPAC1): primary screen | EPAC1 agonist qHTS, biochemical assay; response scale: 100% = response to 6.5 mM cAMP | Rap guanine nucleotide exchange factor 3 (Homo sapiens), O95398 | 360,000 tested, 0.073% active | Potency, µM (doses to about 154 µM), without a hit: at the top dose activation, most hits filed as activators; further: potency means the concentration at half of the fitted maximal effect; nearly all actives have a fitted effect of over 60% in size
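Fluorescent GDP-exchange assay: 100 nM EPAC1 with 250 nM Rap1B preloaded with BODIPY-GDP and 50 uM GDP; compounds tested as concentration series, 5 min at room temperature, then read every 5 min for 30 min (ex 480/em 540 nm); normalized to 6.5 mM cAMP.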
EPAC2 antag – qHTS for Antagonist of cAMP-regulated guanine nucleotide exchange factor 2 (EPAC2): primary screen; Potency, µM (highest dose often 114 µM), without a hit: at the top dose activity, negative = inhibition, hits mostly inhibitors; 360,000 tested, 0.18% active; Rap guanine nucleotide exchange factor 4 (Homo sapiens), Q8WZA2; EPAC2 GEF exchange of Rap1B-BODIPY-GDP, fluorescence; further: potency means the concentration at half of the fitted maximal effect; on the % scale 0 is the no-effect control and ±100 the full control effect; nearly all actives have a fitted effect of over 45% in size; many of its hits are not listed in these tables
Target sequence (Q8WZA2 whole entry, looked up): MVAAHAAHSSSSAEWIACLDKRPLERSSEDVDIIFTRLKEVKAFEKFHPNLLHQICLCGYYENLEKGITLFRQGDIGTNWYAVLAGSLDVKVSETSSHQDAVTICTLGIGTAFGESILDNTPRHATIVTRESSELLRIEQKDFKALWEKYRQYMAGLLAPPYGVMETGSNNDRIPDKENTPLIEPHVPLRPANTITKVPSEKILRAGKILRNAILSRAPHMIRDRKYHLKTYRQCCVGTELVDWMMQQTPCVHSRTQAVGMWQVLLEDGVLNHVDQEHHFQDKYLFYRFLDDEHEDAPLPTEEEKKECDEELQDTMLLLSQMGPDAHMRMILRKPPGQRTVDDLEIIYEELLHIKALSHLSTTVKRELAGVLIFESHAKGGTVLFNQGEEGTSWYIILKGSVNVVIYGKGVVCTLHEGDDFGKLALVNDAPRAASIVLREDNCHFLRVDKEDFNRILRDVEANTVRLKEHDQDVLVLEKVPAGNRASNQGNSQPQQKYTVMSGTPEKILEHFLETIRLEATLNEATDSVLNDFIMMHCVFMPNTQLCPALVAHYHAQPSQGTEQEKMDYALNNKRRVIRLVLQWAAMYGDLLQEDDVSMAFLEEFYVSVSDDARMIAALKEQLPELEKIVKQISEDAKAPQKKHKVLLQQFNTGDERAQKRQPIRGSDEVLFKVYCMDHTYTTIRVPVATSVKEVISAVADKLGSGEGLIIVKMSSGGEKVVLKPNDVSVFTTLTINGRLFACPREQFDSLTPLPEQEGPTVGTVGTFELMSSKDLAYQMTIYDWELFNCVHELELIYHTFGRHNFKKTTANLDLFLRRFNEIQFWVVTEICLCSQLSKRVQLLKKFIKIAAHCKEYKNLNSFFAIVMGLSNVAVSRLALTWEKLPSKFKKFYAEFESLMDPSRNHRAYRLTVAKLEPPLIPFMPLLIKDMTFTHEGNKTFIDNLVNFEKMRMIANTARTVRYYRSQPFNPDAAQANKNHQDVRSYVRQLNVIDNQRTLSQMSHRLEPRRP
CCT chaperon mod – High-Throughput Screening for Modulators of Cytosolic Chaperonin Activity; purified chaperonin ATPase assay, HTRF ADP detection, 30 min; activity change, % (test concentration not listed), hits read low; 360,000 tested, 0.3% active; AID 651819, 2012; in the data active means activity change below about -30%; further: on the % scale 0 is the no-effect control and ±100 the full control effect
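TRiC at 40 or 20 nM final (batch-dependent) in 30 mM Tris pH 7.4, 100 mM KCl, 5 mM MgCl2, 1 mM DTT, with compound at single 76 uM and 10 uM ATP, 30 min at 37 deg C. ADP detected by HTRF Transcreener, 665/615 ratio.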
* hit, by the source's call; ? = inconclusive; · = not tested or not shown; & = joins results of further samples; [ ] = dose if it differs, or a comment. Unless noted, the call rests on the fitted dose curve; in most records, active means well fitted curve in the direction sought with a large enough effect; inconclusive means small, poorly fitted or top-dose-only effect, or another doubt; inactive means no such curve, though single readings can be large; an effect the other way counts as inactive or inconclusive. Not all compounds are listed; the hit share may differ from the screen's.

SMILES	EPAC1 antag	PI5P4Ka inh	MmCpn inh	WRN inhibitor	PLK1 PBD block	EPAC1 ag	EPAC2 antag	CCT chaperon mod
O=C(OCCN=C1NS(=O)(=O)c2ccccc21)c1ccccc1F	11%	-2	1%	9%	-10%	10%	-3%	-1.6
COC1C=CC(CNC(=O)c2cc3c(=O)n4cccc(C)c4nc3n2C)(OC)O1 (configuration not stated)	-7%	0	-8%	-7%	-15%	-4%	8%	0.8
COc1ccc2cc(CN(CCO)C(=O)c3ccccc3F)c(=O)[nH]c2c1	-3%	-3	0%	-6%	-5%	0%	0%	-2.6
CCN(CC)C(=O)[C@H]1C[C@H](CC(=O)NCc2ccco2)C(=O)N2CCc3c([nH]c4ccc(Cl)cc34)[C@]12C	-17%	0	-3%	2%	-6%	-10%	0%	0.2
COc1ccc(NC(=O)C2=NN(c3ccccc3)C(=O)CC2)cn1	·	-10	-3%	-31%	0%	?	2%	0.0
Nc1ccccc1C(=O)NN=Cc1cccnc1	-24%	8	·	6%[57.1 µM]	-2%	-13%	-10%	0.9
COc1ccc2[nH]c3c(NCCN(C(C)C)C(C)C)ncnc3c2c1	-5%	-12	-4%	-31%	-11%	-6%	-5%	-52*
Cc1cnc(NC(=O)C(C)N2CCN(C)CC2)s1 (configuration not stated)	6%	0	0%	8%	-1%	-3%	11%	-0.2
Cc1nn(-c2ccc(Cl)c(Cl)c2)c(=O)c2ccccc12	-1%	-4	1%	-1%	-8%	3%	-3%	-0.4
CCN(CC(=O)Nc1cc(Cl)ccc1C)C(=O)c1nc2nc(C)cc(C)n2n1	17%	-9	0%	0%	-13%	-5%	12%	1.7
CC(C)(C)OC(=O)N1CCC(CNC(=O)c2ccccc2)CC1	8%	-3	0%	0%	-12%	2%	-8%	-1.1
O=C(CN1CCN(Cc2cccc(Cl)c2)C1=O)NCC1CCCO1 (configuration not stated)	9%	2	-3%	10%	3%	-4%	-1%	0.8
O=[N+]([O-])c1cccc2cn[nH]c12	-11%	-1	0%	4%	-12%	-6%	8%	-1.3
Cc1ccc(NC(=S)N(Cc2ccco2)C(C)c2cccs2)c(Cl)c1 (configuration not stated)	-12%	0	2%	-11%	-3%	10%	-20%	-0.3
Cc1ccc(C)c2c1c1ccccc1n2C	4%	26	0%	4%	2%	0%	-4%	-1.2
O=C(Cc1c(F)cccc1Cl)Nc1nccs1	8%	2	-2%	-34%	-10%	0%	-6%	-1.5
Cc1ccc(N(CC(=O)NC(C)(C)C)C(=O)CNC(=O)c2cccs2)cc1	6%	2	1%	-7%	-6%	0%	1%	0.8
COc1ccc(OC)c(NC(=O)CCc2nnc3ccc(NCc4ccco4)nn23)c1	-20%	4	-1%	-1%	-10%	-1%	4%	1.2
CCn1c(SCC(=O)Nc2nc(C)cs2)nnc1C(NC(=O)c1ccccc1Cl)C(C)C (configuration not stated)	6%	4	0%	5%	-9%	0%	-6%	-5.3
Cc1cc(=O)oc2cc(OCC(=O)Nc3ccc(F)cc3F)ccc12	3%	0	0%	0%	-1%	-5%	2%	-0.2

Printed as active in CCT chaperon mod, of those listed so far:
molecule,EPAC1 antag,PI5P4Ka inh,MmCpn inh,WRN inhibitor,PLK1 PBD block,EPAC2 antag,CCT chaperon mod
COc1ccc2[nH]c3c(NCCN(C(C)C)C(C)C)ncnc3c2c1,-5%,-12,-4%,-31%,-11%,-5%,-52*

(cont.)
SMILES	EPAC1 antag	PI5P4Ka inh	MmCpn inh	WRN inhibitor	PLK1 PBD block	EPAC1 ag	EPAC2 antag	CCT chaperon mod
Cn1cccc1C(=O)NC(=O)COC(=O)c1ccccc1Sc1ccccc1C#N	-5%	-3	0%	0%	-15%	10%	-3%	-12
CC(C)(C)c1ccc(C(=O)NNC(=S)NCC2CCCO2)cc1 (configuration not stated)	-6%	-4	0%	-5%	5%	-6%	11%	-0.9
COc1cc(C(=O)O/N=C2\CCCc3c2ccc(OC)c3[N+](=O)[O-])cc(OC)c1OC	-4%	-5	2%	-3%	?	6%	0%	0.1
Cc1ccc(NC(=O)CN(C)C(C)C(=O)N2CC(C)CC(C)C2)cc1 (configuration not stated)	13%	-1	1%	7%	7%	-6%	-5%	3.2
O=C(Cc1c(F)cccc1Cl)NNC(=S)Nc1ccc(S(=O)(=O)Nc2ncccn2)cc1	10%	-11	-2%	12%	-7%	-12%	4%	-0.1
COc1ccc(/C=N/NC(=O)c2ccc(N3CCCC3=O)cc2)cc1	-12%	0	-1%	-4%	-5%	7%	?	1.3
CC(C)(C)C(=O)Nc1ccnn1C1CCN(C(=O)c2ccc(Cl)cc2F)CC1	-4%	-2	2%	-25%	-7%	-4%	6%	0.3
COc1ccc(NC(=O)CSc2n[nH]c(C(C)C)n2)c([N+](=O)[O-])c1	-19%	0	2%	-3%	-15%	-6%	4%	-1.1
O=C(Nc1ccc2c(c1)OCO2)Oc1ccccc1	-4%	·	·	-18%	?	4%	-3%	1.2
CN1CN(C)c2ccc([N+](=O)[O-])c3cccc1c23	-1%	-10	-14%	4%	-2%	4%	4%	-10
O=C(NCCN1CCOCC1)N1CCOCC1	-3%	-3	0%	-3%	-9%	7%	-2%	-1.1
COc1cc(OC)cc(C(=O)NCC(=O)OCC(=O)NC2CCCc3ccccc32)c1 (configuration not stated)	2%	-1	-2%	-1%	5%	-3%	-3%	-1.3
CC1C(=O)N2CCCc3cc(S(=O)(=O)N(C)c4ccccc4)cc1c32 (configuration not stated)	-3%	-2	-2%	-12%	-19%	-9%	-9%	-0.2
O=C(NNC(=O)c1cc(-c2ccccc2)nc2ccccc12)Nc1cccc(Cl)c1	-18%	-13	0%	-8%	-11%	26%	-6%	-3.1
COc1cccc(OCCn2cc(C(=O)c3ccco3)c3ccccc32)c1	1%	·	?	-18%	1%	7%	0%	0.9
COc1cc(CSc2ncn[nH]2)c(OC)cc1CSc1ncn[nH]1	-1%	·	3%	-13%	1%	4%	-7%	1.7
COc1ccc(OC)c(CN2CCN(C(=O)c3cccc4ccccc34)CC2)c1	12%	·	-1%	-1%	5%	6%	-4%	-30
CCn1nc(NS(=O)(=O)c2ccc([N+](=O)[O-])cc2)c2cc3ccccc3nc21	-18%	-2	0%	-13%	-21%	-7%	-3%	0.1
CC1C(C#N)=C(N)OC2=C1C(=O)CC(C)(C)C2 (configuration not stated)	0%	-7	0%	-1%	0%	0%	-3%	-0.6
O=C(c1ccc(Cl)c(S(=O)(=O)N2CCCCC2)c1)N1CCCC1	-1%	-10	1%	10%	-10%	-5%	-3%	0.1
O=C(c1ccco1)N1CCN(Cc2nnc(-c3cccc(Cl)c3)o2)CC1	-2%	0	-1%	-2%[57.1 µM]	-5%	18%	-7%	1.0
NS(=O)(=O)c1cccc(NS(=O)(=O)c2ccc(/C=C/C(=O)OCC(=O)c3ccc(Br)cc3)cc2)c1	-26%	1	-2%	-9%	-13%	14%	?	1.7
CCOC(=O)C(Cc1ccc(O)cc1)NC(=O)CNC(=O)C1CCCN1C(=O)OC(C)(C)C (configuration not stated)	32%[activator]	1	3%	9%	-18%	3%	10%	-2.5
CCC(C)Cn1c(C(C)C)nc2ccccc21 (configuration not stated)	1%	-1	4%	9%	0%	1%	0%	-2.6
CCCCN(C(=O)CN1C(=O)C2CCCCC2C1=O)c1c(N)n(Cc2ccccc2)c(=O)[nH]c1=O (configuration not stated)	0%	-1	4%	17%	-12%	6%	2%	-1.6
Cc1nc(N2CCC(C)CC2)c(C#N)c(C)c1[N+](=O)[O-]	-13%	14	-7%	5%	1%	1%	2%	2.5
C/C=C(\C)C(=O)OC1CC(C)(C)C[C@H]2C3=CC[C@@H]4[C@@]5(C)CCC(O[C@@H]6O[C@@H](C(=O)O)[C@@H](O)C(O[C@@H]7OC[C@H](O)[C@@H](O)[C@@H]7O[C@@H]7OC(CO)C(O)[C@@H](O)[C@@H]7O)C6O[C@@H]6OC(CO)C(O)C(O)C6O)[C@@](C)(CO)[C@@H]5CC[C@]4(C)[C@]3(C)CC(O)[C@@]12CO (some centres not stated)	-13%	?	-4%	-12%	-27%	-9%	2%	-0.9
O=C1C2C3C=CC(C4CC34)C2C(=O)N1/N=C/c1ccc(-c2cccc([N+](=O)[O-])c2)o1 (configuration not stated)	-10%	-21	-1%	-4%	-8%	0%	-4%	-6.7
COCCOC(=O)C1=C(C)NC(=O)NC1c1c(OC)ncnc1OC (configuration not stated)	3%	-2	-1%	-1%	-6%	4%	3%	-0.8
N#CC(C#N)c1ccnc2ccccc12	-4%	0	·	-9%	-8%	-1%	9%	-2.4
CCN1CCN(C(=O)NC(c2ccc(C)c(F)c2)C(Cl)Cl)CC1 (configuration not stated)	13%	-1	-2%	?	-8%	7%	-1%	-0.5
CCN1CCN(Cc2ccc(NC(=O)c3ccc(C)c(NC(=O)c4cccc5[nH]ccc45)c3)cc2C(F)(F)F)CC1	0%&-9%	-12&-20	1%	5%&2%	-6%&-16%	0%&-13%	5%&3%	0.0&-3.0
COCC(=O)N1CCC(Oc2ccc(C(=O)NCc3cc(C)n(C)n3)cc2)CC1	-20%	-5	-3%	-31%	-9%	11%	0%	-5.1
Nc1ccc(N2CCCCC2)c2nonc12	10µM*	-14	-5%	?	-28%	-11%	?	0.3
O=C(Cc1ccon1)c1ccc(O)cc1O	-18%	0	2%	0%[57.1 µM]	0%	6%	1%	0.8
CCN1CCN(C(=O)Nc2cccc3ccccc23)CC1	3%	·	-5%	10%	-4%	3%	5%	-0.4

As entered above:
CCCCN(C(=O)CN1C(=O)C2CCCCC2C1=O)c1c(N)n(Cc2ccccc2)c(=O)[nH]c1=O (configuration not stated) – WRN inhibitor = 17%
CCN1CCN(Cc2ccc(NC(=O)c3ccc(C)c(NC(=O)c4cccc5[nH]ccc45)c3)cc2C(F)(F)F)CC1 – PLK1 PBD block = -6%&-16%

From PubChem
